# Screening data: PubChem, National Center for Advancing Translational Sciences (NCATS)
# AmpC inh no detg: qHTS Inhibitors of AmpC Beta-Lactamase (assay without detergent); 330,000 tested, 0.52% active; AmpC nitrocefin hydrolysis, absorbance 480 nm, 0.0001% Triton; Potency, µM (doses to about 57.1 µM), without a hit: at the highest dose activity change, negative = inhibition, usual class: inhibitors;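 further: potency means the concentration at half of the fitted maximal effect; plate controls were no compound for no effect and no enzyme for full effect; nearly all actives have a fitted effect of over 20% in size; some results filed as inactive show a strong effect at the top dose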
# Target sequence (P00811 whole entry, looked up): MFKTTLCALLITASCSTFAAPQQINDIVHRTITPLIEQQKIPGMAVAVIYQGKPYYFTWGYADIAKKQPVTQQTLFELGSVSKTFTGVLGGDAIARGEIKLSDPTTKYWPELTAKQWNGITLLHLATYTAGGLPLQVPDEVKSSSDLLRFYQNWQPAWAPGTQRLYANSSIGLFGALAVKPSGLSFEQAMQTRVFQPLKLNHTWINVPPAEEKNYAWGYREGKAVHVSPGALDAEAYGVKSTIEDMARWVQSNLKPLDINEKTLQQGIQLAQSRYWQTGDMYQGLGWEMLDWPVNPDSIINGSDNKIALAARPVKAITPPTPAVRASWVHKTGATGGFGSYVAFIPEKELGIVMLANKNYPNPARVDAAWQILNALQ
#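 AmpC (5.3 nM in the dispensed reagent) in 20 mM phosphate pH 7.0 with 0.01% (detergent screen) or 0.0001% Triton X-100 was preincubated with compounds for 15 min at room temperature. Nitrocefin was then added from an 800 uM solution, and hydrolysis was followed at 480 nm.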
# TbPYK inhibitor: qHTS of Trypanosoma Brucei Inhibitors; 410,000 tested, 0.12% active; AID 624173, 2012; Potency, µM (top dose mostly 76.8 µM), for the others: at the top dose activity, negative = inhibition, actives largely listed as inhibitors; TbPYK enzyme, Kinase-Glo Plus ATP luminescence, 45 min; further: potency means the concentration at half of the fitted maximal effect; nearly all actives have a fitted effect of over 50% in size
#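 Luminescent Kinase-Glo Plus end-point after 45 min room-temperature reaction of T. brucei pyruvate kinase started with 130 uM ADP (final). Buffer TEA 50 mM pH 7.2 with KCl, MgCl2, BSA, Tween-20; titration-based qHTS with fitted concentration-effect curves.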
# LmPK inhibitor: qHTS Assay for Inhibitors of Leishmania Mexicana Pyruvate Kinase (LmPK). Q27686. purified LmPK, Kinase-Glo ATP luminescence, 1 h. Potency, µM (doses to about 57.5 µM), for inactives: top-dose activity change, negative = inhibition, hits mostly inhibitors. 290,000 tested, 0.37% active. AID 1721, 2009; further: potency means the concentration at half of the fitted maximal effect
# Target sequence (Q27686 whole entry, looked up): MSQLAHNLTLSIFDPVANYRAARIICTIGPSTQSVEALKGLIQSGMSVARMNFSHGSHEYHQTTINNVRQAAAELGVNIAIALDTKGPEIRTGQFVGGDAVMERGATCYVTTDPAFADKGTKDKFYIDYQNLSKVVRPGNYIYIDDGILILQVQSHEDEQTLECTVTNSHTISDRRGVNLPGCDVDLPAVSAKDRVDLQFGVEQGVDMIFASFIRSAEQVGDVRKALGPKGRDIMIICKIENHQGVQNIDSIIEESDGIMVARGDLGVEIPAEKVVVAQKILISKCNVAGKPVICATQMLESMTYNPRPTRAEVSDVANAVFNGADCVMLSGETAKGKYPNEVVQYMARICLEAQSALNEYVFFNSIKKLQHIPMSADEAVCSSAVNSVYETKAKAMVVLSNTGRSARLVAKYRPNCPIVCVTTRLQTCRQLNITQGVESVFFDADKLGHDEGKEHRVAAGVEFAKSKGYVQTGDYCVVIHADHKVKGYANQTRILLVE
#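 Purified LmPK (0.1 nM) with 0.5 mM PEP and 0.1 mM ADP in imidazole buffer pH 7.2 with MgCl2/KCl, 1 h at room temperature. ATP formed was read by luciferase luminescence and normalized to no-enzyme and uninhibited controls.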
# HCV inh: qHTS Assay for Inhibitors of Hepatitis C Virus (HCV) | 340,000 tested, 3.4% active | Huh7.5.1 HCVcc-Cre infection, luciferase reporter, 44 h | Potency, µM (highest dose often 41.8 µM), inactives show at the top dose activity change, negative = inhibition, actives largely listed as inhibitors; further: potency means the concentration at half of the fitted maximal effect
#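 Whole-lifecycle infectious HCVcc-Cre system; cells 1,000/well, compound then virus (~0.5 moi) added 4 h after plating, 44 h culture. Luciferase read 15 sec following 15 min substrate incubation, room temp.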
# AMA1 RON2 block: qHTS for Inhibitors of AMA1-RON; Towards Development of Antimalarial Drug Lead: Primary Screen | AlphaScreen AMA1-biotinylated RON2 peptide binding | 360,000 tested, 0.2% active | Potency, µM (series often up to 58.2 µM), inactives show top-dose activity change, negative = inhibition, usual class: inhibitors | Plasmodium falciparum AMA1 (3D7) - RON2 peptide interaction | AID 720542, 2013;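 further: potency means the concentration at half of the fitted maximal effect; 0% = vehicle wells and -100% = peptide control; nearly all actives have a fitted effect of over 45% in size; some results filed as inactive show a strong effect at the top dose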
#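 AMA1 (3D7) with his tag at 25 nM final met compounds first, then biotinylated RON2 peptide at 25 nM; detection used donor plus acceptor beads, 10 µg/mL apiece, read by AlphaScreen after 30 min at room temperature.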
# AmpC detergent: qHTS Inhibitors of AmpC Beta-Lactamase (assay with detergent); 370,000 tested, 0.041% active; AID 485294, 2010; AmpC hydrolysis of nitrocefin, absorbance 480 nm, 0.01% Triton; Potency, µM (doses to about 114 µM), for inactives: at the top dose activity change, negative = inhibition, most hits filed as inhibitors; P00811;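 further: potency means the concentration at half of the fitted maximal effect; 0% = no-compound wells and -100% = no-enzyme wells; nearly all actives have a fitted effect of over 25% in size; some results filed as inactive show a strong effect at the top dose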
#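 AmpC (5.3 nM in the dispensed reagent) in 20 mM phosphate pH 7.0 with 0.01% (detergent screen) or 0.0001% Triton X-100 was preincubated with compounds for 15 min at room temperature. Nitrocefin was then added from an 800 uM solution, and hydrolysis was followed at 480 nm.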
# HCMV inh: qHTS Assay for inhibitors of the human cytomegalovirus (HCMV). HFF cells, HCMV-luciferase reporter, 72 h; hits give low values. activity change, negative = inhibition, % at 57.5 µM. 410,000 tested, 4.5% active. AID 1259415, 2018; in the data active means activity change below about -60%; inconclusive means no clear call, values can overlap the other calls; inactive means above about -39%
#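 After 16 h attachment at 37C, HFF cells received test compound and HCMV-luciferase (1 PFU/cell); reporter luminescence read 72 h later, data normalized against buffer-only and known inhibitor Salinomycin.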
# * hit, by the source's call; ? = inconclusive; / = no result given; [ ] = remark or other dose. Unless noted, the call rests on the fitted dose curve; in most records, active means well fitted curve in the direction sought with a large enough effect; inconclusive means small, poorly fitted or top-dose-only effect, or another doubt; inactive means no such curve, though single readings can be large; an effect the other way counts as inactive or inconclusive. Unless noted, on the % scale 0 is the no-effect control and ±100 the full control effect. Outcome played no part in choosing rows; about 7.5% have a hit in one of these screens.
structure,AmpC inh no detg,TbPYK inhibitor,LmPK inhibitor,HCV inh,AMA1 RON2 block,AmpC detergent,HCMV inh
COc1ccc(S(=O)(=O)N2CCCCC2)cc1NC(=O)Cc1cccc(C(F)(F)F)c1,-24%,-6%,/,12%,-5%,0%,-14
N#Cc1c(-c2cccnc2)c2c([nH]c1=O)-c1ccccc1OC2,-43%,-25%,2%,-3%,-8%,-14%,11
CCS(=O)(=O)NCC(c1ccco1)N1CCN(c2ccc(OC)cc2)CC1 (stereo unspecified),/,0%,/,/,/,-1%,-5
CC(OC(=O)c1nsc(Cl)c1Cl)C(=O)NC(C)(C)C (stereo unspecified),-4%,5%,2%,31%[activator],?,1%,26
Oc1ccc(-c2nnc(Nc3ccccc3)c3ccccc23)cc1,-52%,-12%,7%,4%,11%,-4%,-33
Cc1ccc(-c2nc3scc(CCNS(=O)(=O)c4ccc(Oc5ccccc5)cc4)n3n2)cc1,/,0%,/,/,/,1%,-20
CCOC(=O)c1nc2ccccc2c(=O)n1-c1cccc(C)c1,-1%,7%,1%,5%,5%,2%,-10
Oc1cccc(NC(=S)N=Nc2c(O)[nH]c3ccc(Br)cc23)c1,-42%,1%,3%,?,36%[activator],2%,11
Cc1ccccc1CSc1[nH]c(=O)ncc1C,-1%,0%,4%,17%,-1%,4%,0
CC(=O)c1ccc(NC(=O)Cn2cnc(S(=O)(=O)N3CCCC3)c2)cc1,-11%,2%,-17%,-1%,-3%,0%,/
C[C@@H]1CC[C@@]2(O[C@@H](CCO)C[C@H](O)[C@H]2O)O1,/,0%,/,11%,22%,/,3
CCc1nnc(NC(=O)c2cc(S(=O)(=O)N3CCN(CC)CC3)ccc2Cl)s1,/,7%,/,4%,20%,/,/
CN(C)C(=O)C12CCC(C)(C(=O)C1Br)C2(C)C (stereo unspecified),-21%,2%,-3%,28%,10%,-2%,7
CCc1ccc(CNC(=O)c2cc(-c3ccc(Br)s3)nc3ccccc23)cc1,/,0%,/,/,/,15%,12
CCOc1ccc(NC(=O)NC23CC4CC(CC(C4)C2)C3)cc1,-48%,-3%,5%,-3%,?,-16%,0
O=C(c1ccc(Cl)cc1)C1CCCN(Cc2cccn2-c2ccccn2)C1 (stereo unspecified),65%[activator],-1%,2%,-28%,-9%,-5%,-33
CCNC(=O)c1ccccc1NC(=O)c1cccc(S(=O)(=O)N2CCOCC2)c1,-25%,-14%,3%,-2%,11%,?,7
Cn1ccc2c(N3CCOCC3)cc3c(c21)C1CCC3O1 (stereo unspecified),/,1%,/,/,3%,/,-2
Cc1cc(=O)[nH]c(SCC(=O)/C=C2\N(C)c3ccccc3C2(C)C)n1,-20%,2%,1%,-15%,-15%,?,?
COC(=O)COc1ccc(S(=O)(=O)NCc2ccco2)cc1Cl,-14%,6%,5%,0%,0%,-4%,98
CCOc1ccc(Cl)cc1-c1cc(C(=O)Nc2cc(OC)c(OC)c(OC)c2)[nH]n1,/,-3%,/,/,-12%,/,-35
COc1ccc(-c2c(NC(=O)C(C)C)n(C)c3ccccc3c2=O)cc1,-1%,0%,3%,-3%,5%,0%,-14
Cc1cnccc1CN(C)C(=O)CC1C(=O)NCCN1CC1CCCCC1 (stereo unspecified),-7%,1%,13%,-5%,5%,1%,-18
Cc1ccccc1NC(=O)c1c([N+](=O)[O-])c(C(C)(C)C)nn1C,-22%,-6%,2%,22%,1%,-13%,-30
COc1ccc(C(CC(=O)N2CCC3(CC2)OCCO3)NS(=O)(=O)c2ccc(F)cc2)cc1 (stereo unspecified),13%,1%,4%,17%,20%,-14%,-28
CCC(C)NC(=O)CSc1nc2c(sc(=S)n2-c2cc(Cl)ccc2OC)c(=O)[nH]1 (stereo unspecified),-21%,-6%,0%,18%,-10%,1%,24
O=C(CSc1nnc(NC(=O)c2c(F)cccc2F)s1)NCc1ccco1,?,1%,/,8%[8.37 µM],-1%,?,31
Cc1cc[n+](CC(=O)c2cc3ccccc3oc2=O)cc1,10%,2%,-2%,19%,18%,?,-17
CC1CCN(Cc2c(C(=O)N/N=C/c3ccc(OC(C)C)cc3)nnn2-c2nonc2N)CC1,26%,0%,4%,-1%,-1%,-7%,30
O=C(Cc1c[nH]c2ccccc12)NCc1ccccc1F,-26%,4%,-3%,4%,-2%,-2%,-31

# The listing continues.
structure,AmpC inh no detg,TbPYK inhibitor,LmPK inhibitor,HCV inh,AMA1 RON2 block,AmpC detergent,HCMV inh
COc1ccc(CNC(=O)Cn2ncc3c4ccccc4n(Cc4cccc(Cl)c4)c3c2=O)cc1,/,1%,/,/,/,6%,17
COC(=O)c1c(NC(=O)Cc2coc3cc(C)ccc23)sc2c1CCC2,/,-8%,/,/,/,-1%,2
C[C@H](CO)NC(=O)c1[nH]cnc1C(=O)Nc1ccc(CNC(=O)OC(C)(C)C)cc1,/,2%,/,/,52%[activator],/,-11
CCOc1ccc(-c2ccc(SCC(=O)N3CCOCC3)nn2)cc1,-8%,-14%,-2%,?,0%,-7%,70
COc1ccc(OCC(=O)N2CCC3(CC2)CC(=O)c2ccccc2O3)cc1,26%,3%,/,-21%,12%,-10%,-8
COCCN(CCOC)S(=O)(=O)c1ccc(C(=O)Nc2sc3c(c2C(N)=O)CCCC3)cc1,/,-7%,/,/,/,13%,-25
COC(=O)C1CCCN1S(=O)(=O)c1ccc2ccccc2c1 (stereo unspecified),2%,-2%,-2%,3%,51%[activator],-13%,54
COC(=O)c1ccc(-c2ncc[nH]2)cc1,-11%,-5%,2%,21%,18%,-6%,6
Cc1ccc2c(C)nc(NC3=NCN(CCc4ccccc4)CN3)nc2c1,-25%,/,1%,/,/,?,/
COc1ccc(-c2noc(N3CCC(C(=O)N4CCN(c5cccc(C)c5C)CC4)CC3)n2)cc1,/,0%,/,/,/,8%,-29
CCCn1ncc(/C=N/O)c1C,-23%,-5%,-6%,-1%,-9%,4%,-38
c1nc(CCO[C@H]2CCCCO2)cc2cc3c(cc12)OCO3,-12%,-4%,/,1%,-4%,/,-18
COCCNS(=O)(=O)c1ccc2c(c1)C(=NO)c1cc(S(=O)(=O)NCCOC)ccc1-2,-29%,1%,-4%,-7%,-2%,-1%,-28
Cc1cc(/C=N/NC(=O)c2ccncc2)c(C)n1-c1cccc(C(F)(F)F)c1,70%[activator],-2%,3%,?,68%[activator],6%,-13
CCSc1nnc(N(CCC#N)CCC#N)s1,-12%,-4%,-3%,14%,1%,?,0
Cc1nnc(NC(=O)CCSc2ccc(Cl)cc2)s1,-43%,-1%,1%,22%,-2%,-6%,45
O=C1CCCCCC1C1(O)C(=O)Nc2ccc(Br)cc21 (stereo unspecified),-16%,-5%,1%,1%,-10%,-12%,36
O=C(C[C@H]1C/C=C\CC[C@@H](Cc2ccc(F)cc2)C(=O)O[C@@H](c2ccccc2)CNC1=O)N[C@H](CO)Cc1ccccc1,27%,5%,/,8%,13%,/,19
CCOC(=O)c1c(-c2ccc(Br)cc2)csc1NC(=O)c1ccccc1F,/,-2%,/,/,/,11%,-21
CCCCCc1nc2ccccc2c(=O)n1-c1ccccc1[N+](=O)[O-],-2%,-12%,2%,-14%,-11%,-6%,-38
CC(C)N(C(=O)CSc1nnc(NC(=O)c2cccs2)s1)C(C)C,-22%,2%,1%,6%,11%,0%,48
COc1cccc(-c2cc3nc(NCc4ccccc4F)n(C)c(=O)c3s2)c1,/,2%,/,/,-2%,/,26
CCOC(=O)c1sc(NC(=S)NC(=O)c2ccccc2)nc1C,-22%,-5%,-14%,10%,75%[activator],-1%,141
COCCCN=CC1=C(O)CC(c2ccccc2)CC1=O (stereo unspecified),-2%,6%,-5%,15%,-4%,-7%,-25
COc1cc(F)c(S(=O)(=O)N2CCOc3ccccc32)cc1OC,22%,2%,0%,-7%,0%,?,-19
C=CCN(CC=C)C(=O)Nc1cc(OC)ccc1OC,-21%,2%,4%,8%,-3%,-9%,28
O=C(CN1CCCc2ccccc21)N/N=C/c1ccc(O)cc1O,-44%,0%,-2%,-10%,53%[activator][2.32 µM],?,?
COc1ccc2nc(N3CCN(C(=O)c4ccc5ncsc5c4)CC3)sc2c1,-4%,-8%,/,-29%,11%,1%,?
COc1ccc(C(O)c2ncc(-c3ccccc3F)[nH]2)cc1 (stereo unspecified),/,4%,/,/,-10%,/,21
Cc1nn(CC2CC2)c(=O)n1-c1ccccc1,-11%,3%,8%,23%,14%,4%,29

# Going on with the list.
structure,AmpC inh no detg,TbPYK inhibitor,LmPK inhibitor,HCV inh,AMA1 RON2 block,AmpC detergent,HCMV inh
COc1cc(NC(=O)CN2CCN(S(=O)(=O)c3ccc(Br)cc3)CC2)cc(OC)c1,/,-3%,/,/,/,4%,11
COc1ccccc1/C=N/NC(=O)CNC(=O)c1ccccc1,-24%,-1%,-5%,5%,71%[activator],7%,?
Cc1cc(=O)oc2c3c(cc(OCC(=O)NCC(=O)O)c12)OC(C)(C)CC3,0%,0%,2%,-9%,-3%,12%,0
O=C1C(Cl)=C(NCC2CCCO2)C(=O)N1c1ccccc1 (stereo unspecified),-15%,2%,2%,3%,12%,2%,14
CN1CCN(NC(=O)c2cc(S(=O)(=O)N3CCOCC3)c(Cl)cc2Cl)CC1,-53%,9%,-2%,1%,3%[11.6 µM],-11%,-6
CC(=O)Nc1cccc(C(=O)OC(C)C(=O)Nc2ccc(S(=O)(=O)N3CCCC3)cc2)c1 (stereo unspecified),-13%,3%,/,?,-1%,?,12
CCOc1c(Nc2ccccc2O)c(=O)c1=O,-10%,-4%,-9%,12%,16%,1%,-1
C/C(Cl)=C/Cn1c(N2CCCC2)nc2c1c(=O)[nH]c(=O)n2C,1%,-3%,2%,-5%,1%,?,-8

# Laid out differently: entries from further up.
canonical_smiles: COc1ccc(S(=O)(=O)N2CCCCC2)cc1NC(=O)Cc1cccc(C(F)(F)F)c1
  AmpC inh no detg: -24%
  TbPYK inhibitor: -6%
  LmPK inhibitor: /
  HCV inh: 12%
  AMA1 RON2 block: -5%
  AmpC detergent: 0%
  HCMV inh: -14

canonical_smiles: N#Cc1c(-c2cccnc2)c2c([nH]c1=O)-c1ccccc1OC2
  AmpC inh no detg: -43%
  TbPYK inhibitor: -25%
  LmPK inhibitor: 2%
  HCV inh: -3%
  AMA1 RON2 block: -8%
  AmpC detergent: -14%
  HCMV inh: 11
